# Screening data deposited in PubChem by National Center for Advancing Translational Sciences (NCATS).
# Pol beta inh: inhibitors of human DNA polymerase beta; Pol beta primer extension/strand displacement, fluorescence kinetic; Potency, µM (doses to about 114 µM), without a hit: top-dose activity change, negative = inhibition, most hits filed as inhibitors; 1.3% of 340,000 active; further: potency means the concentration at half of the fitted maximal effect; on the % scale 0 is the no-effect control and ±100 the full control effect
#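 Kinetic readout of DNA synthesis with strand displacement by Pol beta. Compound and 10 nM enzyme sit 15 min at room temperature; 50 nM substrate starts the reaction, read immediately and at 10 min.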
# BLM helicase inh: inhibitors of human Bloom syndrome helicase BLM; Potency, µM (highest dose often 56.1 µM), inactives show top-dose activity change, negative = inhibition, usual class: inhibitors; 0.2% of 350,000 active; AID 2528; recombinant BLM DNA unwinding, fluorescence dequenching; P54132;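 further: potency means the concentration at half of the fitted maximal effect; plate controls were vehicle for no effect and no enzyme for full effect; nearly all actives have a fitted effect of over 35% in size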
# Tb PGK inh: blocks T. brucei phosphoglycerate kinase; Potency, µM (series often up to 57.5 µM), without a hit: top-dose activity change, negative = inhibition, hits mostly inhibitors; 0.043% of 380,000 active; PGK/GAPDH coupled, Kinase-Glo luminescence, 60 min; P07378; further: potency means the concentration at half of the fitted maximal effect; on the % scale 0 is the no-effect control and ±100 the full control effect; nearly all actives have a fitted effect of over 60% in size
# Target sequence (P07378 whole entry, looked up): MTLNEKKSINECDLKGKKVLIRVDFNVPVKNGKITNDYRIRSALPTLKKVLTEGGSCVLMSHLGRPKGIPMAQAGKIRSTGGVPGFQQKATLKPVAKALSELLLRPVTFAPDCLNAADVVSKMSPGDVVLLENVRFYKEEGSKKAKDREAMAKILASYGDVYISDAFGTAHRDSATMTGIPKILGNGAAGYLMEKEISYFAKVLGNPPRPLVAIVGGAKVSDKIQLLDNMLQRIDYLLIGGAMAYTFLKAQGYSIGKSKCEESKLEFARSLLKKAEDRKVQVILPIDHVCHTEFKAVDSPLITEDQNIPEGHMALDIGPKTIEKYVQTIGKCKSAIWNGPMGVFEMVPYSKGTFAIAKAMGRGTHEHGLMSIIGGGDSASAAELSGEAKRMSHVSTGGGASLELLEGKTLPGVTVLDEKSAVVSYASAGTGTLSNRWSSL
#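 Luminescent ATP detection (Kinase-Glo Plus) follows a 60-minute room-temperature incubation, with wells lacking PGK as controls. Buffer: 100 mM TEA (pH 7.6), 5 mM MgCl2, 0.01% Tween-20. Coupling enzyme GAPDH (100 nM final) supplies unstable 1,3-BPG in-well.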
# POLK inh: DNA polymerase kappa (human) inhibition; Q9UBT6; purified Pol kappa, fluorescent DNA synthesis assay, 10 min; Potency, µM (series often up to 107 µM), for the others: at the top dose activity, negative = inhibition, usual class: inhibitors; 0.53% of 400,000 active; further: potency means the concentration at half of the fitted maximal effect; on the % scale 0 is the no-effect control and ±100 the full control effect
#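 First, compounds were pin-transferred onto 10 nM Pol kappa. After 15 min at room temperature, substrate was added to 50 nM final. Fluorescence was then measured kinetically at 0 and 10 min.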
# Pol iota inh: blocks human DNA polymerase iota activity | 1% of 390,000 active | Q9UNA4 | Potency, µM (series often up to 115 µM), inactives show at the highest dose activity, negative = inhibition, usual class: inhibitors | Pol iota fluorescent replication assay, 10 min; further: potency means the concentration at half of the fitted maximal effect
#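 Pol iota at 10 nM preincubated 15 min with compounds at room temperature; reaction started with fluorescent substrate, 50 nM final. Fluorescence read kinetically at 0 and 10 min; buffer-only wells as negative control.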
# Anesthetic bind: binds horse apoferritin like a general anesthetic; P02791; apoferritin/1-aminoanthracene competitive binding, fluorescence; Potency, µM (doses to about 77.5 µM), for inactives: at the highest dose activity change, negative = displacement, hits mostly inhibitors; 0.074% of 350,000 active; further: potency means the concentration at half of the fitted maximal effect; on the % scale 0 is the no-effect control and ±100 the full control effect; nearly all actives have a fitted effect of over 20% in size
# Target sequence (P02791 2-175 limits assumed): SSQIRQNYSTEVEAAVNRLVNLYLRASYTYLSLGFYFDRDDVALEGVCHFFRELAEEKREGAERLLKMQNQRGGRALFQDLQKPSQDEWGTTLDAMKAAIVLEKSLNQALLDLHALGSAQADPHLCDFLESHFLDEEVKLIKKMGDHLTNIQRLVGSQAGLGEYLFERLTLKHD
#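 Read-out: endpoint 1-AMA fluorescence, excitation 380 nm and emission 535 nm, after compounds sit 10 min at room temperature with 10 uM horse-spleen apoferritin in 50% saturated 1-AMA/PBS. Values come from four-parameter Hill fits.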
# APEX1 inh: blocks human APE1 abasic DNA cleavage | recombinant APE1, TAMRA/BHQ-2 abasic DNA cleavage fluorescence | Potency, µM (highest dose often 65.8 µM), inactives show top-dose activity change, negative = inhibition, usual class: inhibitors | 0.35% of 350,000 active;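 further: potency means the concentration at half of the fitted maximal effect; plate controls were vehicle for no effect and reference inhibitor for full effect; nearly all actives have a fitted effect of over 55% in size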
# Target sequence (P27695 whole entry, looked up): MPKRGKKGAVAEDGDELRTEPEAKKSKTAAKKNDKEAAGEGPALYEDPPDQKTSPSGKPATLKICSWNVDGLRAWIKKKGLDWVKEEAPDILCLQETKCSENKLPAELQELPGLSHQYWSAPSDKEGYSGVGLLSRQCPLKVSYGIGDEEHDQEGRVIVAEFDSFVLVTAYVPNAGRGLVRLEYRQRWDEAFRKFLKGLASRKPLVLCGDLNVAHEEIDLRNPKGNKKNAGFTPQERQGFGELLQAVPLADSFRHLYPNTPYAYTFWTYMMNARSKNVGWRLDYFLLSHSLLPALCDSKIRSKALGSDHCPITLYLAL
#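 Enzyme (0.75 nM final) and test compound are incubated 15 min at room temperature before adding 50 nM quenched THF abasic-site duplex. Cleavage dequenches TAMRA, followed at 525/598 nm over three reads one minute apart.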
# Pol eta inh: inhibitors of human DNA polymerase eta. Potency, µM (doses to about 114 µM), for inactives: at the highest dose activity change, negative = inhibition, actives largely listed as inhibitors. recombinant Pol eta, fluorescent DNA replication assay. Q9Y253. 1.2% of 390,000 active. AID 588591; further: potency means the concentration at half of the fitted maximal effect; on the % scale 0 is the no-effect control and ±100 the full control effect
#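 Pol eta at 10 nM preincubated with compounds 15 min at room temperature; reaction started with fluorescent substrate (50 nM final) and read kinetically at 0 and 10 min.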
# RXFP1 antag: antagonists of human relaxin receptor RXFP1. HEK293-RXFP1, relaxin-stimulated cAMP HTRF, 30 min; hits give low values. activity change, negative = inhibition, % at 57.5 µM. 0.59% of 350,000 active. AID 1259400;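 active means activity change of -60% or lower, but not beyond a set lower limit; inconclusive means change between -60% and -40%, or beyond the set limit; inactive means change above -40%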; further: on the % scale 0 is the no-effect control and ±100 the full control effect
# * hit, by the source's call; i = inactive; ? = inconclusive; nt = no result given; & = joins results of further samples; [ ] = dose if it differs, or a comment. Unless noted, the call rests on the fitted dose curve; in most records, active means well fitted curve in the direction sought with a large enough effect; inconclusive means small, poorly fitted or top-dose-only effect, or another doubt; inactive means no such curve, though single readings can be large; an effect the other way counts as inactive or inconclusive. Only part of the results is shown. The share of hits here may be higher or lower than overall.
SMILES,Pol beta inh,BLM helicase inh,Tb PGK inh,POLK inh,Pol iota inh,Anesthetic bind,APEX1 inh,Pol eta inh,RXFP1 antag
Cc1[nH]c2ccccc2c1/C=C/c1nc2ccccc2c(=O)n1CCO,?,-6.9%,i,-9.7%,102.4%[activator],85.9%[activator],10.8%,-11.5%,-14.9
Cc1cccc(N(C)c2nc3ccc(C)cc3n3cnnc23)c1,34.2%,-1.0%,-5.0%,11.1%,31.9%,-9.7%,nt,-19.2%,nt
O=C(Cc1ccccc1)Nc1cccc(S(=O)(=O)N2CCCCCC2)c1,nt,nt,-5.5%,7.3%,12.7%,nt,-4.3%,-21.7%,3.2
COc1ccc(C)cc1NC(=O)CSc1nnc(-c2ccc(OC)c(OC)c2)n1N,-2.5%,-0.8%,-4.7%,0.4%,5.4%,-4.9%,17.1%,-8.4%,13.8
CSc1cccc(NC(=O)C2CCCN(S(=O)(=O)c3cccs3)C2)c1 (stereo not drawn),6.4%,-11.1%,i,-5.5%,40.3%[activator],5.5%,44.4%,-11.1%,-12.8
Cc1cc(Nc2cccc(F)c2)nc(NCc2ccccc2)n1,?,-6.3%,2.3%,-11.9%,5.6%,?,-4.2%,-21.2%,15.9
O=[N+]([O-])c1cc(/C=N\O)ccc1Oc1ccc(F)cc1,6.0%,-18.0%,i,-7.3%,24.8%,-22.9%,6.9%,-20.5%,-2.8
CCc1nnc(SCc2ccc(OC)c(Br)c2)n1N,-0.1%,-6.7%,i,-2.7%,3.5%,-22.2%,2.7%,-10.4%,-13.5
CCOC(=O)C1(Cc2cccc(OC)c2)CCCN(Cc2ccc(NC(C)=O)cc2)C1 (stereo not drawn),5.4%,0.6%,-1.4%,8.2%,24.2%,-7.5%,5.9%,-7.2%,8.0
CCC(C)(C)NC(=O)C(c1ccc(OC)cc1)N(C(=O)CCC(=O)Nc1cc(C)on1)c1ccc(F)cc1 (stereo not drawn),-0.7%,-4.1%,-2.0%,-20.9%,98.9%[activator],-22.8%,-16.7%,?,-1.9
CC(C)c1nnc(NC(=O)COc2ccccc2[N+](=O)[O-])s1,-26.4%,-1.3%,0.0%,-10.8%,3.3%,-1.3%,3.9%,0.0%,-0.8
CCO[C@H]1OC(C(=O)N2CCN(Cc3ccc4c(c3)OCO4)CC2)=C[C@@H](c2ccccc2)[C@@H]1CCCO,30.2%,-2.8%,1.2%,-8.8%,55.3%[activator],-9.9%,-0.2%,-13.9%,nt
CCCCn1nnnc1NCc1ccc(N2CCCC2)cc1,-6.4%,-9.9%,-4.2%,-4.1%,10.7%,-13.0%,16.6%,-5.3%,-3.2
COCCN(CC(=O)Nc1cccc(C)c1C)C(=O)c1oc2ccccc2c1C,nt,nt,-11.2%,-3.5%,29.5%,nt,14.8%,-5.2%,-6.2
CN(Cc1nccn1C)C(=O)C1CCC(=O)N(CCc2ccc(Cl)cc2)C1 (stereo not drawn),44.7%,-0.3%,14.7%,0.0%,5.4%,-7.8%,0.1%,-16.3%,-5.0
NS(=O)(=O)c1cccc(NC(=O)COC(=O)Cc2ccc(Cl)cc2)c1,-13.8%,-0.7%,i,7.6%,19.4%,?,-4.8%,-3.1%,7.4
COc1ccc(/C=C/C(=O)OCC(=O)c2c(N)n(C)c(=O)n(C)c2=O)cc1,24.6%,5.1%,-0.4%,0.8%,27.2%,-8.5%,-3.7%,-13.0%,-4.9
COc1ccc(N2C(=O)C(=O)/C(=C(/O)c3ccc(C)cc3)C2c2cccnc2)cc1 (stereo not drawn),14.6%,4.6%,8.3%,5.3%,5.4%,-0.8%,19.3%,-8.4%,8.2
CON(C)C(=O)c1ccccc1N(C)C(=O)OC(C)(C)C,nt,nt,-5.4%,-4.5%,10.1%,nt,0.3%,-2.9%,nt
CSCC[C@H](NC(=O)Cc1ccc(Cl)cc1)C(=O)N1CCC2(CC1)NCCc1[nH]cnc12,-12.8%,-3.2%,i,-10.0%,-1.1%,4.3%,19.6%,-6.2%,12.8
COc1ccc(CNCc2ccc3c(c2)OCO3)c(OC)c1OC,2.1%,-4.8%,0.8%,-13.0%,136.3%[activator],-4.2%,25.6%,-19.1%,-1.8
COc1cc(/C=C2\SC(=O)NC2=O)ccc1OCC(=O)N1CCOCC1,nt,nt,-8.8%,-3.1%,95.5%[activator],nt,-10.6%,-16.9%,-10.7
CS(=O)(=O)N1CCc2ccccc2C1,0.2%,-0.9%,-2.7%,-3.0%,-29.4%,-9.0%,5.5%,-0.2%,-4.2
CC(C)c1ccc(NC(=O)NC2CCCCC2)cc1,25.0%,-3.0%,-0.9%,1.5%,4.2%,-13.2%,17.0%,-13.0%,-9.2
Cc1ccc(C(=O)NCC(=O)OCC(=O)c2c(N)n(C)c(=O)n(C)c2=O)s1,35.5µM*,-13.3%,-5.8%,-6.3%,?,-15.8%,?,?,-13.7
CCOC(=O)C1CCCN(C(=O)c2cc(-c3ccncc3)nc3ccccc23)C1 (stereo not drawn),nt,nt,4.1%,1.1%,32.3%[activator],nt,0.8%,-23.3%,-6.4
COCCNC(=O)CN(C(=O)CCC(=O)Nc1ccccn1)c1ccc(F)cc1,-22.0%,-0.5%,-7.6%,-5.2%,4.6%,-9.6%,5.1%,0.8%,-5.1
COc1ccc2oc(N)nc2c1,nt,nt,-5.9%,-17.5%,45.6%[activator],nt,nt,1.7%,-11.6
O=C1CC(N2CCN(c3nc4ccccc4s3)CC2)C(=O)N1c1ccc(F)cc1 (stereo not drawn),14.8%,-8.1%,-9.6%,-9.8%,-9.0%,-7.6%,11.1%,-8.2%,-9.1
N#CC1(Cc2ccc([N+](=O)[O-])cc2)c2ccccc2C=CN1C(=O)c1ccccc1 (stereo not drawn),-1.2%,-8.2%,5.5%,-21.2%,-3.2%,-14.0%,2.8%,-15.4%,-2.3
CCCCn1cnc2c1c(=O)n(C)c(=O)n2C,31.2%,-15.5%,-8.7%,-7.2%,172.6%,5.8%,19.0%,3.8%,2.3
Cc1nc([N+](=O)[O-])c(N2CCN(C)CC2)n1Cc1ccccc1,14.7%,-1.4%,6.9%,-11.9%,30.1%[activator],-9.9%,19.5%,2.0%,4.1
O=c1oc2ccccc2n1Cc1ccccc1F,11.9%,-1.2%,3.1%,-26.9%,11.2%,-2.8%,19.6%,-2.0%,8.4
c1ccc2c(N3CCOCC3)c3c(nc2c1)CCC3,-22.8%,-4.1%,3.7%,0.5%,47.9%[activator],-15.8%,6.6%,-13.7%,4.2
COc1ccc(OC2CCN(S(=O)(=O)c3cccc(F)c3)CC2)cc1,17.3%&7.0%,-9.1%&-7.8%,2.7%&-3.8%,-6.7%&-17.1%,-5.4%&16.9%,7.2%&-8.8%,-20.8%,-6.7%&-3.8%,3.5&-16.4
O=C(CSC1=Nc2ccccc2C2=NC(CC(=O)NCc3ccco3)C(=O)N12)NCC1CCCO1 (stereo not drawn),-12.8%,-4.4%,-2.8%,-1.8%,4.7%,-13.1%,14.2%,10.4%,-13.6
O=C(NCC(=O)N1CC=C(c2ccccc2)CC1)c1ccc(F)cc1,nt,nt,-8.8%,-4.8%,90.5%[activator],nt,1.1%,-19.7%,-20.1
COc1ccc(NCC(=O)Nc2ccc(Cl)cc2C)c(OC)c1,-14.0%,1.8%,-1.1%,-6.6%,?,5.0%,-4.4%,-16.0%,-29.5
OCCCNC(=S)Nc1ccc2nccnc2c1,49.9%,1.4%,-7.4%,-8.0%,14.1µM*,2.4%,0.9%,1.1%,3.2
COc1ccc(S(=O)(=O)N2CCN(C(=O)CN3C(=O)NC4(CCCC4)C3=O)CC2)cc1,1.3%,-0.9%,-9.8%,3.5%,33.6%[activator],-2.0%,-0.9%,-9.2%,-0.9

# Pol beta inh, what is marked active above
SMILES,Pol beta inh,BLM helicase inh,Tb PGK inh,POLK inh,Pol iota inh,Anesthetic bind,APEX1 inh,Pol eta inh,RXFP1 antag
Cc1ccc(C(=O)NCC(=O)OCC(=O)c2c(N)n(C)c(=O)n(C)c2=O)s1,35.5µM*,-13.3%,-5.8%,-6.3%,?,-15.8%,?,?,-13.7

# (further entries)
SMILES,Pol beta inh,BLM helicase inh,Tb PGK inh,POLK inh,Pol iota inh,Anesthetic bind,APEX1 inh,Pol eta inh,RXFP1 antag
CCCCNCCCOc1ccc(C)cc1Br,3.9%,2.8%,-10.4%,-8.0%,-22.8%,-5.6%,2.1%,-19.9%,7.5
O=C(c1ccc(Cl)nc1)N1CCc2ccccc2C1,23.0%,0.7%,-4.6%,0.1%,19.3%,-18.5%,4.9%,-5.7%,-0.1
CCCN(CC1CC1)C(=S)NC(=O)c1ccccc1Br,nt,nt,-7.9%,0.3%,38.7%[activator],nt,6.9%,-10.6%,-3.6
Cc1ccc(NC(=O)c2c(-c3ccccc3)noc2C)nc1,-7.3%,-0.6%,-4.5%,-2.0%,20.3%,-3.9%,1.2%,-11.8%,4.2
Cc1ccc(S(=O)(=O)CC2CSc3nnc(C)c(=O)n32)cc1 (stereo not drawn),1.1%,0.3%,0.3%,-5.3%,?,-6.7%,-1.2%,0.4%,2.3
O=C(Cn1ncc(Cl)c(Cl)c1=O)N1CCN(S(=O)(=O)c2ccc3ccccc3c2)CC1,1.0%[57.1 µM],2.8%,-3.1%,-5.1%,?,-8.0%,8.8%,-28.7%,-21.4
COc1ccc(OC(=O)C2CC(=O)N(c3ccc(C)cc3)C2)cc1 (stereo not drawn),1.0%,-3.4%,-2.8%,-5.0%,63.5%[activator],-7.2%,21.5%,-12.5%,-6.7
CCNC(=O)COC(=O)c1ccc(-c2nc3ccccc3s2)s1,-23.7%,-3.6%,-17.6%,-14.7%,17.5%,1.1%,2.8%,8.5%,0.6
